MmCpn inh – M. maripaludis TRiC chaperonin inhibition; purified Mm-Cpn ATPase, ADP Transcreener TR-FRET; Potency, µM (series often up to 76.9 µM), inactives show top-dose activity, negative = inhibition, actives largely listed as inhibitors; 330,000 tested, 0.031% active; AID 504842; further: potency means the concentration at half of the fitted maximal effect; on the % scale 0 is the no-effect control and ±100 the full control effect; nearly all actives have a fitted effect of over 80% in size
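Quantitative HTS used 25 nM Mm-CPN and 10 uM ATP in magnesium/KCl Tris buffer, pH 7.4, with 1 mM DTT. Hydrolysis ran 30 min at 37°C; ADP was read by HTRF.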
Abeta rescue – A-beta toxicity reversal in yeast. yeast expressing A-beta42, growth rescue, OD600, 48 h; response scale: 0% DMSO, 100% iron-clioquinol control. Potency, µM (top dose mostly 46.1 µM), for the others: top-dose growth rescue, most hits filed as activators. 410,000 tested, 0.063% active; further: potency means the concentration at half of the fitted maximal effect; nearly all actives have a fitted effect of over 55% in size
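Yeast growth medium received pinned compounds, then yeast cells expressing toxic A-beta were added; plates incubated at 30 C for 48 hr. Growth read as absorbance at 600 nm, normalized to DMSO and equimolar FeCl3 plus clioquinol controls.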
Nrf2 block – Nrf2 pathway inhibition | A549 ARE-Fluc reporter, luciferase luminescence, 18-24 h | Potency, µM (series often up to 46 µM), without a hit: at the highest dose activity change, negative = inhibition, usual class: inhibitors | 360,000 tested, 2.1% active | AID 504444; further: potency means the concentration at half of the fitted maximal effect; on the % scale 0 is the no-effect control and ±100 the full control effect; nearly all actives have a fitted effect of over 60% in size
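Nrf2 activity is the BugLite luminescence, read 15 min after reagent at room temperature, following CellTiter-Fluor cytotoxicity readout (30 min, 37C). Compound titrations were applied for 18-24 h to 5000 A549 ARE_Fluc cells/well in 5% FBS OPTI-MEM.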
A549 tox – A549 cytotoxicity, counter-screen for Nrf2 inhibitors; A549 ARE-Fluc cells, CellTiter-Fluor viability, 18-24 h; Potency, µM (highest dose often 46 µM), inactives show at the highest dose activity change, negative = cytotoxicity, usual class: inhibitors; 390,000 tested, 0.16% active; further: potency means the concentration at half of the fitted maximal effect; on the % scale 0 is the no-effect control and ±100 the full control effect
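Cytotoxicity counterscreen: CellTiter-Fluor fluorescence was measured in A549 ARE_Fluc cells after 18-24 h of compound exposure in a concentration series. The subsequent BugLite luminescent read reports ARE-luciferase activity.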
CCT chaperon mod – changes cytosolic chaperonin activity; 360,000 tested, 0.3% active; activity change, % (test concentration not listed), hits read low; purified chaperonin ATPase assay, HTRF ADP detection, 30 min; in the data active means activity change below about -30%; further: on the % scale 0 is the no-effect control and ±100 the full control effect
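Nucleotide hydrolysis assay: TRiC at 20–40 nM final (set by batch activity) with 10 uM ATP, 30 min at 37 °C, in presence of 76 uM compound. Detection by competitive ADP HTRF, 30 min ambient.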
Nrf2 ARE act – activates Nrf2 signaling; 410,000 tested, 0.31% active; Potency, µM (top dose mostly 46.1 µM), for inactives: top-dose activation, usual class: activators; AID 624171; AREc32 ARE-luciferase reporter (MCF7-derived line), luminescence, 24 h; further: potency means the concentration at half of the fitted maximal effect; % of control where 0% means no effect; nearly all actives have a fitted effect of over 65% in size
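ARE-driven firefly luciferase activity in AREc32 cells measured after a 24 hr compound exposure at 37 deg C, using Steady-Glo reagent and a 30 min room-temperature hold.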
TGFb inhibitor – inhibitors of TGF-b signaling. HepG2 CAGA-GFP TGF-b/SMAD3 reporter, GFP fluorescence, 18 h; TGF-beta stimulated, 500 pg/mL final. Potency, µM (top dose mostly 46.1 µM), without a hit: top-dose activity, negative = inhibition, actives largely listed as inhibitors. 410,000 tested, 1.2% active; further: potency means the concentration at half of the fitted maximal effect; on the % scale 0 is the no-effect control and ±100 the full control effect; nearly all actives have a fitted effect of over 65% in size
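First, reporter cells (HEPG2 CAGA-GFP) rested 2 h at 37 degrees C. Next, compounds were pinned in and TGF-beta added to 500 pg/mL final. After 18 h, GFP was imaged per cell and summed per well.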
HepG2 viability – counter-screen for TGF-b inhibitors: cytotoxicity in HepG2 cells; HepG2 CAGA-GFP viability, ATP luminescence, 18 h; Potency, µM (highest dose often 46.1 µM), for the others: at the highest dose activity change, negative = cytotoxicity, actives largely listed as cytotoxic; 410,000 tested, 0.76% active; AID 588856; further: potency means the concentration at half of the fitted maximal effect; some results filed as inactive show a strong effect at the top dose
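CellTiter-Glo luminescence gave cytotoxicity after 18 hours at 37 degrees C. The cells were HepG2 CAGA-GFP in 1% FBS DMEM, stimulated with 500 pg/mL TGF-beta after compound addition. %Activity was normalised to no-cell wells (complete cell-killing) and DMSO (no toxicity), and curves were fitted and classified.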
pAkt inh – Akt phosphorylation inhibition; Neuro2A IGF-stimulated pAkt S473 HTRF, 20 min; hits give low values; activity change, % for hits at 50 µM; 360,000 tested, 0.32% active; in the data active means activity change below about -80%; inconclusive means mostly about -51% to -80%; further: on the % scale 0 is the no-effect control and ±100 the full control effect
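Single-point screen (50 µM final compound) in Neuro2A cells stimulated 20 min with 6 nM IGF at 37 deg C. After lysis, Ser473-phosphorylated Akt read by HTRF (ex 330 nm, em 615/665 nm) as the 665/615 ratio.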
The depositor's hits bear a star; i = inactive; u = inconclusive; x = not tested or not shown; [ ] = another dose, or the depositor's remark. Unless noted, the call rests on the fitted dose curve; in most records, active means well fitted curve in the direction sought with a large enough effect; inconclusive means small, poorly fitted or top-dose-only effect, or another doubt; inactive means no such curve, though single readings can be large; an effect the other way counts as inactive or inconclusive.

SMILES	MmCpn inh	Abeta rescue	Nrf2 block	A549 tox	CCT chaperon mod	Nrf2 ARE act	TGFb inhibitor	HepG2 viability	pAkt inh
Cc1cccc(C)c1NC(=O)C1(N2C(=O)CC2c2ccccc2)CCCCC1 (stereo not drawn)	4%	-25%	-2%	0%	1.7	0.2%	4%	2%	i
O=C(CNC(=O)c1ccccc1F)N/N=C/c1cccnc1	-3%	9%	3%	2%	-2.8	1.2%	9%	18%	i
O=C(COC(=O)CCc1nc2ccccc2s1)Nc1ncc(Cl)cc1Cl	-4%	-10%	2%	-2%	-0.9	0.0%	12%	-1%	i
COc1cc2nc(/C=C/c3cc(OC)c(OC)c(OC)c3)sc2cc1SC	-7%	-5%	u	u	-0.5	-0.7%	0%	2%	i
COc1cccc(OCCn2cc(C(C)=O)c3ccccc32)c1	1%	u	u	-7%	-4.5	2.3%	-23%	-2%	i
CCCCCCCc1c(O)nc(SCCN(C)C)[nH]c1=O	1%	0%	-14%	-3%	-2.5	0.2%	-1%	6%	i
CS(=O)(=O)NN1C(=O)c2ccccc2NC1c1ccccc1O (stereo not drawn)	-1%	-21%	20%	1%	-1.9	0.5%	0%	-1%	i
CCOC(=O)C1CCCN(S(=O)(=O)c2ccc3c(c2)oc(=O)n3C)C1 (stereo not drawn)	x	-1%	-13%	-1%	x	-0.1%	-26%	-6%	x
COc1cccc(CN2CCN(C(=O)c3cccc4ccccc34)CC2)c1OC	0%	27%	-25%	-3%	-1.5	-0.1%	u	-31%	i
O=C(COc1ccc(-n2ccnc2)cc1)Nc1cccc(Cl)c1	2%	15%	u	-9%	1.0	3.2%	0%	-25%	i
CCOc1ccc(C(=O)NCc2ccco2)cc1	1%	-20%	u	0%	1.2	10.0%	26%	-8%	i
CCN1CCN(CC(=O)NC2CCCCC2)C(=O)C1=O	-2%	-13%	12%	0%	-2.4	-0.3%	10%	4%	i
CCOC(=O)C1=C(N)n2c(s/c(=C\c3ccco3)c2=O)=C(C(=O)OC(C)C)C1c1ccco1 (stereo not drawn)	0%	4%	u	u	-1.0	11%	-2%	-76%	i
N#Cc1nc(Cc2ccccc2)oc1N1CCCC1	1%	-2%	u	10%	1.2	5.4%	0%	-2%	i
COc1cccc(CNC(=O)c2cc(COc3c(F)cccc3F)on2)c1	0%	24%	-10%	6%	-4.6	0.7%	-7%	-11%	i
CC(=O)c1cc(C#N)c(SCc2ccccc2)nc1C	-1%	-7%	u	13%	0.2	4.2%	-3%	-26%	i
Cc1ccc(NC(=O)C2CCN(c3nn4cc(-c5ccc(C)cc5)nc4s3)CC2)cc1	x	-13%	u	7%	x	0.4%	-21%	3%	x
COc1ccc(CNS(=O)(=O)c2ccc(-n3cnnn3)c(OC)c2)cc1	3%	-9%	-23%	3%	-0.5	-0.2%	7%	0%	i
O=C(CN1CCN(S(=O)(=O)N2CCCCCC2)CC1)Nc1cc(Cl)ccc1Cl	-19%	-7%	13%	-3%	0.7	-0.4%	-1%	2%	i
COc1ccccc1C(=O)NCc1ccco1	1%	5%	-10%	-2%	1.8	5.1%	-16%	-91%	i

Some of the entries so far, with bars between the fields:
SMILES | MmCpn inh | Abeta rescue | Nrf2 block | A549 tox | CCT chaperon mod | Nrf2 ARE act | TGFb inhibitor | HepG2 viability | pAkt inh
CCOc1ccc(C(=O)NCc2ccco2)cc1 | 1% | -20% | u | 0% | 1.2 | 10.0% | 26% | -8% | i
N#Cc1nc(Cc2ccccc2)oc1N1CCCC1 | 1% | -2% | u | 10% | 1.2 | 5.4% | 0% | -2% | i
COc1cccc(CNC(=O)c2cc(COc3c(F)cccc3F)on2)c1 | 0% | 24% | -10% | 6% | -4.6 | 0.7% | -7% | -11% | i
O=C(CN1CCN(S(=O)(=O)N2CCCCCC2)CC1)Nc1cc(Cl)ccc1Cl | -19% | -7% | 13% | -3% | 0.7 | -0.4% | -1% | 2% | i

Next section.
SMILES	MmCpn inh	Abeta rescue	Nrf2 block	A549 tox	CCT chaperon mod	Nrf2 ARE act	TGFb inhibitor	HepG2 viability	pAkt inh
CCC(=O)NNC(=O)Cc1c(C)n(C(=O)c2ccc(Cl)cc2)c2ccc(OC)cc12	-3%	4%	-17%	0%	1.2	0.2%	-6%	-1%	i
CN(C)c1ncnc2c1ncn2C1CCCO1 (stereo not drawn)	x	6%	1%	-5%	-0.4	0.2%	3%	5%	i
COc1ccccc1NC(=O)c1cc(Br)ccc1Cl	-1%	9%	12%	4%	-2.2	8.2%	16%	-11%	i
CCOC(=O)N1CCC(NS(=O)(=O)c2cc3c(cc2Br)CCN3C(=O)CC)CC1	x	9%	-18%	-2%	-0.2	0.4%	u	-5%	i
CCCCN(CCCC)Cc1ccc(C(=O)NNC(=O)Nc2ccc(F)cc2)o1	0%	7%	13%	0%	1.1	0.1%	0%	18µM*	i
CCC(=O)N1CCc2cc(S(=O)(=O)CCC(=O)NCc3ccccc3Cl)ccc21	x	-2%	1%	-1%	x	-1.0%	-4%	-6%	x
O=C(NC[C@@H]1CCCO1)c1cccc2c1C(=O)c1ccc(N3CCOCC3)cc1S2(=O)=O	1%	7%	6%	u	-0.2	0.2%	13%	4%	i
CN(CC(=O)Nc1ccccc1Br)C(=O)CNC(=O)c1ccc2c(c1)OCO2	-1%	7%	11%	-12%	-0.1	-0.3%	0%	3%	i
Cc1ccc(NC(=O)c2cccc(S(=O)(=O)N(C)c3ccccc3)c2)cc1S(=O)(=O)N1CCOCC1	-12%	-5%	u	0%	-0.9	0.6%	u	-5%	i
NS(=O)(=O)c1ccc(Sc2ccc3ccccc3c2)nc1	-2%	7%	u	-2%	1.0	-0.5%	u	-56%	i
Cc1ccc(C(=O)Nc2ccccc2C(=O)N2CCCCC2C)cc1 (stereo not drawn)	-1%	-7%	u	-1%	-0.3	0.3%	6%	-2%	i
O=C(Nc1cccc(C(F)(F)F)c1)C1C2CC3OC(=O)C1C3C2 (stereo not drawn)	1%	8%[9.22 µM]	x	11%	1.2	-0.2%	-19%	9%	i
CCn1cc(SCC(=O)N2CCOCC2)c2ccccc21	0%	0%	u	8%	-1.2	0.2%	-1%	-4%	i
COc1ccc(-c2csc(N(CCCN(C)C)C(=O)c3ccccc3C)n2)cc1	-1%	5%	-7%	2%	1.4	-0.6%[9.22 µM]	u	10µM*	i
CCCCOc1ccc(S(=O)(=O)NC(=O)C2(C)CCN2C(=O)c2cccc(F)c2)cc1 (stereo not drawn)	x	-23%	x	x	-3.1	0.3%[9.22 µM]	23%	-2%	i
CC(Oc1ccccc1)C(=O)Nc1nnc(S(=O)(=O)N(C)c2ccccc2)s1 (stereo not drawn)	0%	10%	-4%	-9%	0.1	-0.8%	-15%	-12%	i
Cc1cc(NC(=O)C2CCCN(S(=O)(=O)c3c(C)noc3C)C2)n[nH]1 (stereo not drawn)	-1%	1%	12%	-2%	-0.4	0.6%	3%	-2%	i
Cc1cc(C(=O)N2CCN(c3ccccc3F)CC2)c2c(C)nn(-c3ccccc3)c2n1	x	0%	-21%	18%	x	0.3%	-8%	-7%	x
COc1cc(-c2cc(C(=O)O)c3cc4c(cc3n2)OCCO4)cc(OC)c1OC	-3%	18%	-5%	-3%	-0.1	-0.1%	-3%	0%	i
Nc1c(-c2nc(-c3ccncc3)no2)nnn1CC(=O)Nc1ccccc1	x	-7%	21%	-1%	x	2.5%	x	-3%	x
Clc1ccc2c(c1)[C@H]1OCC[C@H]1[C@@H](c1ccco1)N2	2%[15.4 µM]	-25%	u	-1%	-2.4	u	1%	-25%	i
Cc1ccc(-n2c3c(c(=O)[nH]c2=O)C(NC(=O)C(C)(C)C)(C(F)(F)F)C(=O)N3)cc1 (stereo not drawn)	x	-14%	16%	-7%	x	0.3%	-6%	-37%	x
O=C(CC1Sc2ccccc2NC1=O)NCc1ccccc1 (stereo not drawn)	2%	3%	-29%	0%	-0.7	-0.1%	-5%	-1%	i
Clc1ccc(SCCCCn2cncn2)cc1	2%	-9%	-19%	-7%	-6.5	2.1%	-20%	-27%	i
COc1ccccc1NC(=O)CSc1nnc(C)o1	0%	9%	3%	-9%	-3.5	3.0%	-2%	-10%	i
O=C(O)c1ccc(/C=C/C(=O)c2ccc3c(c2)OCCCO3)cc1	0%	-18%	17%	-5%	-1.4	u	u	-83%	i
COc1ccc(NC(=O)CN2CCN(c3nc(-c4ccc(F)cc4)cs3)CC2)c(OC)c1	-2%	-4%	u	-8%	0.3	2.1%	u	0%	i
CCC(C)c1ccc(S(=O)(=O)Nc2cccnc2)cc1 (stereo not drawn)	-5%	-23%	u	1%	0.5	2.3%	-21%	-23%	i
COc1ccccc1N(C)S(=O)(=O)c1ccc(C(=O)NNC(=O)c2ccccc2O)cc1	0%	-18%	1%	0%	-2.7	-1.0%	-23%	-43%	i
COc1ccc(NC(=O)c2ccccc2N2C(=O)C3C4C=CC(C5CC45)C3C2=O)c(OC)c1 (stereo not drawn)	2%	17%	9%	-4%	-1.4	0.8%	-14%	-6%	i
CCOC(=O)c1ccc(Nc2nc3ccc(C(=O)c4ccccc4)cc3n3c(C)nnc23)cc1	x	-11%	10%	15%	x	-0.4%	-6%	-11%	x
CC(=O)N(Cc1cc2cc(C)c(C)cc2n2nnnc12)CC1COCCO1 (stereo not drawn)	0%	-8%	1%	3%	-2.3	0.2%	0%	-3%	i
FC(F)(F)c1cccc(N2CCN(CC3CC4C=CC3C4)CC2)c1 (stereo not drawn)	-3%	-1%	11%	2%	-5.5	0.4%	-18%	-29%	i
O=C(CSc1ncnc2nc[nH]c12)N1CCOCC1	1%	3%	9%	-10%	1.2	-0.3%	-1%	14%	i

Screens as filed in PubChem BioAssay.
